Compound activity: PubChem, several laboratories
H9c2 protect: cardioprotection against H2O2-induced cell death, primary screen, uHTS, H9c2 cells, ATPLite luminescence; H9c2 cardiomyocytes, H2O2 injury protection, 2 h; protection from H2O2 cell death, % at 20 µM; 360,000 compounds, 0.63% hits;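 active = compounds giving at least 50% protection of heart cells from peroxide-induced death in the single-dose screen, raw or plate-pattern-corrected value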;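 also: 0% = DMSO wells with peroxide and 100% = DMSO wells without peroxide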
Granule exo inh: LAMP-1 surface exposure blockers, TALL-104 cells – cell-based, flow cytometry, MLPCN library, primary screen; TALL-104 LAMP-1 surface exposure; cells stimulated with thapsigargin and PMA; inhibition, % at 10 µM; 360,000 compounds, 0.66% hits;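 active = inhibition above about 55%, limit read from the data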
ABCB6 inh 2: ABCB6 transporter inhibitors, primary screen, K562-ABCB6 cells, flow cytometry, MLPCN library | ATP-binding cassette sub-family B member 6 (Homo sapiens), Q9NP58 | K562-ABCB6 porphyrin accumulation, 1 h; active compounds read low | fluorescence ratio to DMSO, % at 10 µM | 360,000 compounds, 0.19% hits;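 active = fluorescence ratio to DMSO below 75%, the collection mean minus 3 SD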;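 also: signal is porphyrin accumulated inside mitochondria; 100% equals median channel fluorescence of DMSO control wells; lower ratio means ABCB6 inhibition with less porphyrin fluorescence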
ABHD5-PLIN5 inh: ABHD5-PLIN5 interaction inhibitors, primary screen, cell lysate, split luciferase complementation, luminescence. Perilipin-5 (Homo sapiens) + 1-acylglycerol-3-phosphate O-acyltransferase ABHD5 (Homo …. Split G. princeps luciferase complementation, 4 h. inhibition, % at 4 µM. 360,000 compounds, 0.78% hits. AID 602281, 2012;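 active = inhibition above the mean inhibition across every tested compound plus 3 SD, cut at about 22% in these data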;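 also: 0% = DMSO only wells and the 100% control is not disclosed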
Target sequence (Q00G26 whole entry, looked up): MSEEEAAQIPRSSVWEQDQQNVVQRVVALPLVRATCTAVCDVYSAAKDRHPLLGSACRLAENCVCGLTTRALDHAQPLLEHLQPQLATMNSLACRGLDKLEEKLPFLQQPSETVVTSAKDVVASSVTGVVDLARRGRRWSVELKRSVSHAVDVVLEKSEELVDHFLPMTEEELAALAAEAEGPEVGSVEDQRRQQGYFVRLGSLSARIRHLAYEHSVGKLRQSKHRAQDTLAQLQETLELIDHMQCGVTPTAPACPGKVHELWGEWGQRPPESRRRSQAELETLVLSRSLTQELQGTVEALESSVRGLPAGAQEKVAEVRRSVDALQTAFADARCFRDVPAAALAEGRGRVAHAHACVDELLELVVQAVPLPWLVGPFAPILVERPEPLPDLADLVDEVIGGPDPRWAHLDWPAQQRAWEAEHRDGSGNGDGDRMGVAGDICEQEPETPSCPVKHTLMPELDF
Target sequence (Q8WTS1 whole entry, looked up): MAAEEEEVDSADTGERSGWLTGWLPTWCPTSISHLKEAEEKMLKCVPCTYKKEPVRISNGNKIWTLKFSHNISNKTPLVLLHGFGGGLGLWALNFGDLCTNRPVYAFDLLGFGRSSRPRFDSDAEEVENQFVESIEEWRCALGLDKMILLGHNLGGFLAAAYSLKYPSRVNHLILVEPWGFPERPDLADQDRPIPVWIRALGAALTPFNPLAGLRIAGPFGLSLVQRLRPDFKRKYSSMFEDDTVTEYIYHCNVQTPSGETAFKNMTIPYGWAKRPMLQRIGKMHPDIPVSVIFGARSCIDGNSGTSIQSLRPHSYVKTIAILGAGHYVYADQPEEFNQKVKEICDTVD
CaV13 FRET inh: Disruptors of the CACNA1D IQ motif to Ca2+-dependent inactivation inhibitor domain association, primary screening, Förster resonance energy transfer in intact living …; AID 743397; HEK cells, CFP/YFP FRET ICDI-IQ, plate reader, 10 min; percent FRET-ratio fall versus neutral wells; 340,000 compounds, 0.098% hits; inhibition, % at 12.3 µM;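 active = mean replicate inhibition of at least 30% and at least 1% of replicates passing that level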;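 also: 0% = median of the neutral control wells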
m5-HT2A agonist: mouse Htr2a agonists via beta-arrestin recruitment, primary screen, cell-based, luminescence; 5-hydroxytryptamine receptor 2A (Mus musculus), P35363; CHO-K1 mHTR2A beta-arrestin complementation; percent of 30 µM serotonin response; activation, % at 7.6 µM; 360,000 compounds, 0.66% hits; AID 624169, 2012;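 active = activation above a run cutoff, the mean activation of all tested compounds plus 3 SD, cut at about 14% in these data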;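 also: 0% = plate median of compound wells and 100% = 30 µM serotonin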
PDI turbidity: inhibitors of human PDI, primary screen, biochemical, turbidity, single point, plate reader | inhibition, % at 10 µM | 350,000 compounds, 0.052% hits | PDI insulin aggregation turbidity, A650, 90 min;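 active = mean inhibition across replicates of 30% or more, whatever share of single replicates reach that level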;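 also: absorbance from insulin aggregation driven by PDI reduction with DTT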
N-glyco inh: increase of ERlucT glycosylation luciferase signal, primary screen, N-linked glycosylation inhibitor project, D54 ERlucT cells, luminescence, set 2; D54 ERlucT glycosylation luciferase reporter, 24 h; percent of 100 nM tunicamycin response; reporter increase, % at 12.5 µM; 360,000 compounds, 0.23% hits;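 active = mean luciferase reporter signal, scaled so untreated is 0 and the glycosylation-blocking control 100, at or above a set limit in every replicate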;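 also: luciferase carries N-glycosylation sites so blocking glycosylation raises the light; 0% = median of neutral control wells and 100% = median of 100 nM tunicamycin wells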
MC4R antagonist: MC4R antagonists of cAMP signaling, primary screen, cell-based, TR-FRET, antagonist arm of biased-ligand search. MC4R-expressing cells, MTII-stimulated cAMP, LANCE TR-FRET. 360,000 compounds, 0.48% hits. inhibition, % at 6.5 µM. Melanocortin receptor 4 (Homo sapiens), P32245. AID 540295, 2011;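 active = inhibition above its plate's cutoff, the mean of tested wells on that plate plus 3 SD, cut at about 29% in these data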;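 also: 0% = Melanotan II alone and 100% = Melanotan II plus saturating MCL0020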
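Material – human MC4R-expressing U2OS cells · Repeats – no replicates · Detection – TR-FRET with Eu-cAMP and labeled anti-cAMP, 671 nm · Times – compound 30 min, challenge 1 h, detection 1 h · Compound – single nominal compound dose of 6.5 µM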
MC4R barr agon: MC4R agonists recruiting beta-arrestin, primary screen, cell-based, luminescence, agonist arm of biased-ligand search; Melanocortin receptor 4 (Homo sapiens), P32245; U2OS MC4R beta-arrestin complementation; percent of melanotan II response, DMSO zero; activation, % at 8.9 µM; 360,000 compounds, 0.98% hits; AID 540308, 2011;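 active = activation above a per-plate cutoff, the mean activation of sample wells on that plate plus 3 SD, cut at about 8% in these data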
* marks the source's active call; other numbers are inactive results.

For CN(Cc1ccccc1)c1ccc(C(CC(N)=O)NC(=O)Cc2ccc(Br)cc2)cc1[N+](=O)[O-] (configuration not stated) the results were H9c2 protect -8, Granule exo inh -6, ABCB6 inh 2 91, ABHD5-PLIN5 inh 0, CaV13 FRET inh -4, m5-HT2A agonist -2, PDI turbidity 1, N-glyco inh 5, MC4R antagonist 10 and MC4R barr agon -1.1.
For COc1ccccc1OCCCC(=O)Nc1ccc2c(c1)OCCO2 the results were H9c2 protect 2, Granule exo inh -12, ABCB6 inh 2 97, ABHD5-PLIN5 inh 16, CaV13 FRET inh -5, m5-HT2A agonist 1, PDI turbidity 5, N-glyco inh 0, MC4R antagonist 12 and MC4R barr agon 0.5.
O=C(O)CCC(=O)Nc1ccc(Sc2ccc([N+](=O)[O-])cc2)cc1 was read as H9c2 protect -2, Granule exo inh 1, ABCB6 inh 2 103, ABHD5-PLIN5 inh 0, CaV13 FRET inh -4, m5-HT2A agonist -3, PDI turbidity -9, N-glyco inh 1, MC4R antagonist -6 and MC4R barr agon -1.9.
For COc1ccc(NC(=S)N2CCC(C(=O)c3ccc(C)cc3)CC2)c(OC)c1 the results were H9c2 protect 0, Granule exo inh 4, ABCB6 inh 2 92, ABHD5-PLIN5 inh 5, CaV13 FRET inh 6, m5-HT2A agonist -3, PDI turbidity 8, N-glyco inh 2, MC4R antagonist 14 and MC4R barr agon -2.6.
For CN(C)c1ncnc2c1ncn2[C@H]1CN(Cc2ccc(-c3ccccc3)cc2)C[C@@H](CO)O1 the results were H9c2 protect -6, Granule exo inh -6, ABCB6 inh 2 93, ABHD5-PLIN5 inh 0, CaV13 FRET inh -3, m5-HT2A agonist -3, PDI turbidity 24, N-glyco inh -1, MC4R antagonist 14 and MC4R barr agon -1.0.
Screening O=c1[nH]ncc2c3ccccc3n(Cc3cccc(Cl)c3)c12 returned H9c2 protect -7, Granule exo inh 5, ABCB6 inh 2 87, ABHD5-PLIN5 inh -7, CaV13 FRET inh -23, m5-HT2A agonist -2, PDI turbidity 0, N-glyco inh -5, MC4R antagonist 4 and MC4R barr agon -0.3.
Screening Cc1cccc(C)c1NC(=O)CSc1nnc(-c2cnccn2)n1C returned H9c2 protect 0, Granule exo inh 1, ABCB6 inh 2 97, ABHD5-PLIN5 inh -4, CaV13 FRET inh -8, m5-HT2A agonist -4, PDI turbidity 6, N-glyco inh 3, MC4R antagonist 6 and MC4R barr agon -3.9.
For COc1ccc(NS(=O)(=O)c2cccc(C(=O)NNC(=O)c3cccn3C)c2)cc1 the results were H9c2 protect -4, Granule exo inh 3, ABCB6 inh 2 101, ABHD5-PLIN5 inh 8, CaV13 FRET inh -6, m5-HT2A agonist -3, PDI turbidity 1, N-glyco inh -1, MC4R antagonist 1 and MC4R barr agon -0.8.
For COc1ccc(CNC(=O)COc2cc3c(c4oc(=O)cc(C)c24)CCC(C)(C)O3)cc1OC the results were H9c2 protect 29, Granule exo inh -6, ABCB6 inh 2 96, ABHD5-PLIN5 inh -6, m5-HT2A agonist -1, N-glyco inh 2, MC4R antagonist 1 and MC4R barr agon 0.1.
CN(Cc1cccc(F)c1)C(=O)c1ccc(S(=O)(=O)N2CCOCC2)cc1 was read as H9c2 protect 4, Granule exo inh -3, ABCB6 inh 2 98, ABHD5-PLIN5 inh 11, CaV13 FRET inh -15, m5-HT2A agonist 0, PDI turbidity -1, N-glyco inh 1, MC4R antagonist 1 and MC4R barr agon -0.4.
Screening Cc1cc(C)c2nc(C(F)(F)F)nc(NCCCN3CCOCC3)c2c1 returned H9c2 protect 3, Granule exo inh 5, ABCB6 inh 2 123, ABHD5-PLIN5 inh 19, CaV13 FRET inh -5, m5-HT2A agonist -6, PDI turbidity 6, N-glyco inh -6, MC4R antagonist -19 and MC4R barr agon -2.0.
`Fc1ccc(-c2nnc(-c3ccc(F)cc3)o2)cc1` gave H9c2 protect -2, Granule exo inh -5, ABCB6 inh 2 97, ABHD5-PLIN5 inh 3, CaV13 FRET inh -9, m5-HT2A agonist 0, PDI turbidity 4, N-glyco inh -4, MC4R antagonist 0 and MC4R barr agon -1.0.
Screening O=S(=O)(Nc1cccc(Cl)c1)c1cccc(-n2cnnn2)c1 returned H9c2 protect 3, Granule exo inh -14, ABCB6 inh 2 102, ABHD5-PLIN5 inh -4, CaV13 FRET inh -5, m5-HT2A agonist 1, PDI turbidity 4, N-glyco inh -1, MC4R antagonist 0 and MC4R barr agon -1.4.
`CCN(CC)S(=O)(=O)c1cccc(NC(=O)CCSc2ccc(Cl)cc2)c1` gave H9c2 protect -12, Granule exo inh -2, ABCB6 inh 2 99, ABHD5-PLIN5 inh 13, CaV13 FRET inh -5, m5-HT2A agonist -6, PDI turbidity 2, N-glyco inh -1, MC4R antagonist 8 and MC4R barr agon 4.3.
Screening CC(NC(=O)CCNC(=O)c1ccco1)c1ccccc1 (configuration not stated) returned H9c2 protect -5, Granule exo inh 1, ABCB6 inh 2 104, ABHD5-PLIN5 inh 10, CaV13 FRET inh -5, m5-HT2A agonist 1, PDI turbidity -4, N-glyco inh -1, MC4R antagonist 8 and MC4R barr agon 3.7.
`CN1CCCN(C(=O)c2ccc(Cl)cc2)CC1` gave H9c2 protect 11, Granule exo inh -4, ABCB6 inh 2 100, ABHD5-PLIN5 inh 4, CaV13 FRET inh -10, m5-HT2A agonist 2, PDI turbidity 2, N-glyco inh 1, MC4R antagonist 0 and MC4R barr agon -1.0.
Screening CCCN1C(=O)/C(=C/c2ccc(C)o2)SC1=Nc1ccc(OC)cc1 returned H9c2 protect 2, Granule exo inh 80*, ABCB6 inh 2 108, ABHD5-PLIN5 inh 5, CaV13 FRET inh -5, m5-HT2A agonist 4, PDI turbidity -4, N-glyco inh -2, MC4R antagonist 11 and MC4R barr agon 2.6.
Screening COCCNC(=O)CSCc1c(F)cccc1Cl returned H9c2 protect -2, Granule exo inh 1, ABCB6 inh 2 98, ABHD5-PLIN5 inh 2, CaV13 FRET inh -10, m5-HT2A agonist 0, PDI turbidity 3, N-glyco inh 1, MC4R antagonist 13 and MC4R barr agon -1.1.
`Cc1ccc(NC(=O)COC(=O)CN2C(=O)C3CCCCC3C2=O)cc1C` (configuration not stated) gave H9c2 protect 4, Granule exo inh 0, ABCB6 inh 2 87, ABHD5-PLIN5 inh -3, CaV13 FRET inh -5, m5-HT2A agonist 11, PDI turbidity -7, N-glyco inh 2, MC4R antagonist -1 and MC4R barr agon -1.1.
For COc1ccc(/C=C/C(=O)c2ccc(Cl)s2)cc1O the results were H9c2 protect -17, Granule exo inh 4, ABCB6 inh 2 98, ABHD5-PLIN5 inh 42*, CaV13 FRET inh -6, m5-HT2A agonist -3, PDI turbidity 1, N-glyco inh 28*, MC4R antagonist 7 and MC4R barr agon -2.6.
Screening CN1CCN(C(=O)c2ccc(CN3CCOCC3)cc2)CC1 returned H9c2 protect 1, Granule exo inh -1, ABCB6 inh 2 97, ABHD5-PLIN5 inh 3, CaV13 FRET inh 3, m5-HT2A agonist 2, PDI turbidity 3, N-glyco inh 0, MC4R antagonist 3 and MC4R barr agon -0.3.
COC(=O)c1sc2ncn(CC(=O)NCCc3ccc(OC)c(OC)c3)c(=O)c2c1C was read as H9c2 protect 6, Granule exo inh 0, ABCB6 inh 2 98, ABHD5-PLIN5 inh 3, CaV13 FRET inh -16, m5-HT2A agonist -4, PDI turbidity 27, N-glyco inh -2, MC4R antagonist 3 and MC4R barr agon 1.5.
`CC(=O)N(C)c1ccc(OCC(O)Cn2c(C)nc3ccccc32)cc1` (configuration not stated) gave H9c2 protect -17, Granule exo inh -1, ABCB6 inh 2 101, ABHD5-PLIN5 inh -1, CaV13 FRET inh -19, m5-HT2A agonist -1, PDI turbidity 2, N-glyco inh 0, MC4R antagonist 16 and MC4R barr agon -3.2.
COc1c2ccccc2nc2ccccc12 was read as H9c2 protect 3, Granule exo inh 5, ABCB6 inh 2 101, ABHD5-PLIN5 inh -1, CaV13 FRET inh 0, m5-HT2A agonist 0, PDI turbidity 2, N-glyco inh 2, MC4R antagonist 16 and MC4R barr agon -2.0.
For COc1cc(OC)nc(Oc2ccccc2C=O)n1 the results were H9c2 protect 14, Granule exo inh 8, ABCB6 inh 2 100, ABHD5-PLIN5 inh 6, CaV13 FRET inh -2, m5-HT2A agonist -2, PDI turbidity 2, N-glyco inh 8, MC4R antagonist 6 and MC4R barr agon 0.1.
CCc1ccc(NC(=O)c2sc3nc4n(c(=O)c3c2C)CCC4)cc1 was read as H9c2 protect -4, Granule exo inh -2, ABCB6 inh 2 91, ABHD5-PLIN5 inh 2, CaV13 FRET inh -2, m5-HT2A agonist -2, PDI turbidity -6, N-glyco inh 0, MC4R antagonist 0 and MC4R barr agon -2.0.

Structural class: the compounds so far containing a nitro group on carbon
For CN(Cc1ccccc1)c1ccc(C(CC(N)=O)NC(=O)Cc2ccc(Br)cc2)cc1[N+](=O)[O-] (configuration not stated) the results were H9c2 protect -8, Granule exo inh -6, ABCB6 inh 2 91, ABHD5-PLIN5 inh 0, CaV13 FRET inh -4, m5-HT2A agonist -2, PDI turbidity 1, N-glyco inh 5, MC4R antagonist 10 and MC4R barr agon -1.1.
O=C(O)CCC(=O)Nc1ccc(Sc2ccc([N+](=O)[O-])cc2)cc1 was read as H9c2 protect -2, Granule exo inh 1, ABCB6 inh 2 103, ABHD5-PLIN5 inh 0, CaV13 FRET inh -4, m5-HT2A agonist -3, PDI turbidity -9, N-glyco inh 1, MC4R antagonist -6 and MC4R barr agon -1.9.
